Screens (PubChem BioAssay)
Pf apPOL block – Pf-apPOL DNA polymerase inhibition | Recombinant Pf-apPOL, molecular beacon fluorescence, 1.5 h | inhibition, % at 10 µM | 0.25% of 210,000 active
mHTT CaM bind – mHTT-calmodulin interaction abrogation; inhibition, % at 15 µM; AlphaScreen His-mHTT/GST-CaM binding, luminescence; 3.6% of 190,000 active; AID 1671202;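 note: 0% = both proteins with DMSO and 100% = one protein alone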
An asterisk follows results filed as active; . = no result given; & = joins results of further samples. Cut-off read from the data, not from the text of the source: active = inhibition above about 50%; inactive = the rest.

SMILES | Pf apPOL block | mHTT CaM bind
Cc1ccc2nc(/C(C#N)=C/c3cc([N+](=O)[O-])ccc3O)[nH]c2c1 | -4 | 4
NC(=O)c1[nH]c2ccc(F)cc2c1N1CCCC1=O | -1 | -1
Cc1nnc2ccc(NC(=O)Nc3ccc(F)cc3)cn12 | 6 | -3
N#C/C(=C\c1c(F)cccc1Cl)c1nn(CCO)c(N)c1C#N | 9 | -1
Oc1ccc(-c2cn3c(n2)SCC3)cc1O | 0 | 8
COc1ccccc1CCNC(=O)CC1CCN(C(=O)C2CCCCC2)CC1 | -7 | -6
COc1ccccc1-c1coc2c3c(ccc2c1=O)OCN(C1CCCC1)C3 | -6 | 3
O=C(O)CCS(=O)(=O)c1nc(-c2ccc3c(c2)OCO3)cc(C(F)(F)F)n1 | -2 | 2
CN(C)c1cc(N2CCCC(NC(=O)c3ccnn3C)C2)ncn1 (stereo not drawn) | -6 | 3
O=C(CSc1nc2c(c(=O)n1-c1ccc([N+](=O)[O-])cc1)SCC2)NCc1ccco1 | -7 | 1
CCCn1cnnc1C1CCCN(Cc2ccoc2)C1 (stereo not drawn) | -6 | 11
COc1ccccc1OCC1CN(C(=O)c2ccc(C(F)(F)F)nc2)CCO1 (stereo not drawn) | -1 | 4
O=C1C2C3C=CC(C2C(=O)N1c1ccc(F)cc1)C1C(=O)N(c2ccc(F)cc2)C(=O)C31 (stereo not drawn) | 3 | 6
Cc1cc(C)c(C)c(S(=O)(=O)N2CCCC2c2nc(-c3cccc(F)c3)no2)c1C (stereo not drawn) | 4 | -8
O=C1OC(c2cccc(Cl)c2)=N/C1=C\c1ccco1 | 0 | 2
CC12C(=O)N(c3ccc(Cl)cc3)C(=O)C1C1C=CC2C1 (stereo not drawn) | -3 | -9
Cc1ccc(NC(=O)c2cc3n(n2)C(C(F)(F)F)CC(c2ccc4c(c2)OCO4)N3)cc1C (stereo not drawn) | -1 | 11
CCc1ccc(C(=O)N2CCC(COc3ccc(C(=O)N4CCCC4)cc3)CC2)cc1 | -1 | 13
CC1CCN(CCCCOc2ccccc2[N+](=O)[O-])CC1 | -7 | 1
Cc1ccc(C(=O)N2CCC(COc3ccc(C(=O)NC(C)C)cc3)CC2)cc1C | -2 | 36
Cc1ccc(Nc2c(C(=O)NCc3ccc(F)cc3)cnc3c2c(C)nn3C)cc1 | -4 | 94*
CCCCOc1ccc(C(C)NC(=O)CCN2N=C(c3ccc(OC)cc3)CCC2=O)cc1 (stereo not drawn) | -17 | 16
O=C(Cc1ccccc1)Nc1ccc(NC(=O)c2ccccc2)c(Cl)c1 | 19 | 0
O=C(/C=C/c1ccc(Br)cc1)Nc1cnc2ccccc2c1 | 6 | 20
O=C(CC1CCNCC1)N1CCC(c2nc(-c3ccccc3)n[nH]2)CC1 | 9 | 17
Cc1cc(C(=O)NC2CC(C)(C)NC(C)(C)C2)ccc1[N+](=O)[O-] | 2 | -6
O=C(O)CCCCCN1C(=O)C(=Cc2ccccc2O)SC1=S | -15 | 23
Cc1cccc(NC(=O)CSc2nc3c(c(=O)n2-c2ccccc2)SCC3)c1C | 0 | 10
Fc1cccc(-c2nnc(Cc3nc(-c4ccccc4F)no3)o2)c1 | -6 | -22
O=C(c1ccccn1)N1CCC(c2cc(-c3ccc(F)cc3)n[nH]2)CC1 | -8 | 32

Single records (already shown). Order of screens: Pf apPOL block	mHTT CaM bind
O=C(O)CCCCCN1C(=O)C(=Cc2ccccc2O)SC1=S as listed: -15	23
Cc1ccc(Nc2c(C(=O)NCc3ccc(F)cc3)cnc3c2c(C)nn3C)cc1 as listed: -4	94*
O=C(c1ccccn1)N1CCC(c2cc(-c3ccc(F)cc3)n[nH]2)CC1 as listed: -8	32
O=C(Cc1ccccc1)Nc1ccc(NC(=O)c2ccccc2)c(Cl)c1 as listed: 19	0
O=C(/C=C/c1ccc(Br)cc1)Nc1cnc2ccccc2c1 as listed: 6	20

Going on with the list.
SMILES | Pf apPOL block | mHTT CaM bind
Cc1cc(CNC(=O)CN2C(=O)c3ccccc3C2=O)c(C(F)(F)F)o1 | 1 | .
Fc1cc(F)c2nc(NCc3ccco3)sc2c1 | -21 | -11
Cc1ccnc(N2CCCC(C(=O)Nc3ccc(C)c(C)c3)C2)n1 (stereo not drawn) | 3 | -9
COc1ccc(NC(=O)N2CCC(c3cc(-c4cccc(OC)c4)n[nH]3)CC2)cc1 | 0 | 30
Cc1cc(C)cc(N2C(=O)NC3CC2(C)Oc2ccc(Br)cc23)c1 (stereo not drawn) | -6 | 22
COCCNC(=O)C1CCN(c2cccc(F)c2)C1=O (stereo not drawn) | 1 | -7
CC12CCC(c3c(C(=O)O)nn(-c4ccccc4)c31)C2(C)C (stereo not drawn) | -10&-7 | 9&3
O=C1CCc2cc(S(=O)(=O)Nc3ccccc3C(F)(F)F)cc3c2N1CC3 | 3 | -4
CCN(CC)Cc1c(O)cc(C)c2c1OC(=Cc1cc3ccccc3o1)C2=O | -17 | 11
CCCNC(=O)N1CCCC1c1ccc(Cl)cc1 (stereo not drawn) | 1 | -8

The closing 4 entries of the part before are carried over, then new ones follow:
SMILES | Pf apPOL block | mHTT CaM bind
CC12CCC(c3c(C(=O)O)nn(-c4ccccc4)c31)C2(C)C (stereo not drawn) | -10&-7 | 9&3
O=C1CCc2cc(S(=O)(=O)Nc3ccccc3C(F)(F)F)cc3c2N1CC3 | 3 | -4
CCN(CC)Cc1c(O)cc(C)c2c1OC(=Cc1cc3ccccc3o1)C2=O | -17 | 11
CCCNC(=O)N1CCCC1c1ccc(Cl)cc1 (stereo not drawn) | 1 | -8
CC(=O)Nc1ccc(-c2noc(C3CCCN(C(=O)c4ccccc4F)C3)n2)cc1 (stereo not drawn) | 0 | 9
CC(C)c1ccccc1NC(=O)Cc1cccs1 | -3 | -1
Cc1ccc(-c2cc3c(N4CCC(C(=O)NCc5cccnc5)CC4)nccn3n2)cc1C | 8 | 60*
Cc1nc2c(C(=O)NCCc3ccc(Cl)cc3)cnn2c(C)c1Cc1ccccc1 | -7 | 53*
CC(C)(C)NC(=O)N1CCC(c2nc(CCNC(=O)C3CC3)cs2)CC1 | 0 | 4
COc1ccc(N/C=C/C(=O)c2cccnc2)cc1OC | 2 | 10
Cc1ccc(NC(NC(=O)C(C)(C)C)C(Cl)(Cl)Cl)cc1 (stereo not drawn) | 20 | -5
Cc1cc(C(=O)Nc2cccc(-c3nc4ncccc4o3)c2C)ccc1[N+](=O)[O-] | 0&-2 | 9&7
CCCNc1cc(N2CCC(CCC(=O)N3CCN(c4ccccc4)CC3)CC2)ncn1 | -6 | 8
CCOc1ccccc1NC(=O)c1c(NCc2ccccn2)sc2c1CCC2 | -10 | 58*
Cc1cc2nsnc2cc1Cl | -9&-1 | .
COc1cc(CNCc2cccnc2)ccc1OCc1ccccc1 | -4 | 6
CC=CC(=O)Oc1cc(C)[nH]c(=O)c1[N+](=O)[O-] | 4 | 21
CNc1nccc(N2CCC(CC(=O)NCCc3cccnc3)CC2)n1 | 0 | 1
COc1ccc(-c2cc(C(=O)NN)c3ccccc3n2)cc1 | -9 | 2
CCOc1cc(CNC(=O)c2ccc3c(c2)NC(=O)C2CCCCN32)ccc1OC (stereo not drawn) | -1 | 9
Cn1c(S(=O)(=O)Cc2ccccc2)nc2ccccc21 | 1 | -6
O=C(CCC1CCCC1)N1CCc2nc(-c3ccc(F)cc3)ncc2C1 | 2 | -21
COc1nn(C)cc1C(=O)N1CCC(c2nnc(-c3ccco3)o2)CC1 | -8 | -19
Cc1ccn2c(NC(=O)c3ccc(Cl)c([N+](=O)[O-])c3)c(-c3cccs3)nc2c1 | -2 | 40

Reprinted at random: 2 entries already listed
SMILES | Pf apPOL block | mHTT CaM bind
COc1cc(CNCc2cccnc2)ccc1OCc1ccccc1 | -4 | 6
CC=CC(=O)Oc1cc(C)[nH]c(=O)c1[N+](=O)[O-] | 4 | 21

(listing goes on)
SMILES | Pf apPOL block | mHTT CaM bind
O=C(Cn1cccc1-c1nnc(C2CC2)o1)NCc1ccc(Cl)cc1 | -3 | -2
COc1ccc(-c2ncc3c(n2)CCN(C(=O)Nc2ccccc2C)C3)cc1 | 1 | -4
NC(CSCc1ccccc1)C(=O)Nc1ccc([N+](=O)[O-])cc1 (stereo not drawn) | 0 | .
COc1cccc(C2C(C(=O)Nc3nc4ccccc4s3)=C(C)NC3=C2C(=O)CCC3)c1 (stereo not drawn) | 5 | -17
COc1ccc(C(O)CN2CCN(c3ccc(C)cc3)CC2)cc1OC (stereo not drawn) | -7 | 5
CCN(CC)Cc1c(O)ccc2c1OC(=Cc1ccc(OC)c(OC)c1OC)C2=O | -12 | 10
O=C(CCC1CCCC1)N1CCc2nc(-c3ccccc3)ncc2C1 | -1 | -8
O=[N+]([O-])c1cc(C(F)(F)F)ccc1NCCCN1CCOCC1 | -4 | 18
CCSc1ccccc1C(=O)Nc1cccc2ccc(OC)nc12 | -4 | -52
COc1cccc(N2C(=O)CC(Sc3nc4ccccc4s3)C2=O)c1 (stereo not drawn) | 1 | 9
CC(C)N(CC#CCNS(=O)(=O)c1cc(F)ccc1F)C(C)C | -1 | -6
O=C(NCc1ccccc1)N1CCc2nc(-c3ccc(F)cc3)ncc2C1 | -4 | 0
C1=CCC(CN2CCN(Cc3ccccn3)CC2)CC1 (stereo not drawn) | 2 | 7
CC(C)(C)c1ccc(S(=O)(=O)NCc2ccc(C(=O)Nc3cccnc3)cc2)cc1 | -3 | .
COc1cc(C2C(C(=O)Nc3ccc(C)cn3)=C(C)NC3=C2C(=O)CCC3)cc(OC)c1OC (stereo not drawn) | -5 | 4
Cc1cc(C)c(S(=O)(=O)N2CCN(c3ccccc3)CC2)cc1C | -7 | -9
Cc1ccc(NC(=O)c2cn(C)c(=O)c3c2c2ccccc2n3C)cc1F | -7 | 2
CS(=O)(=O)Cc1c(Cl)cccc1Cl | -10 | .
Cc1ccc(C(=O)CCN2CCOCC2)cc1 | -5 | .
CC(C)(C)C(=O)Nc1c2c(nn1-c1ccc(F)cc1)CS(=O)C2 (stereo not drawn) | -3 | -4
Cc1cc(C)c2c(N3CCSCC3)nc(C(=O)N3CCCCC3)nc2n1 | -2 | -11
Cc1cc(C)nc(Nc2nc(C(=O)Nc3nc(CC(N)=O)cs3)cs2)n1 | -3 | 39
COc1ccc(OC)c(NC(=O)CSc2ccc(Cl)cc2)c1 | -6 | 4
O=C(CCS(=O)(=O)c1ccc(Br)s1)NCc1ccccc1Cl | -2 | -3
COc1ccc(NC(=O)c2cc(=O)n3c(nc4ccccc43)s2)cc1 | -2 | 7
CCC1CN(C(=O)Nc2cc(F)ccc2F)c2ccccc2O1 (stereo not drawn) | 0 | -52
Cc1ccc(N=C2NC(=O)C(Cc3ccccc3)S2)cc1 (stereo not drawn) | -9 | 3
Cc1ccc(CC(=O)N2CCc3cc(-c4ccno4)ccc32)cc1 | -3 | -7
Cc1nc2c(c(NCC3CCCO3)n1)CCC2 (stereo not drawn) | -2 | -8
COc1ccc(C2C(C(=O)Nc3cc(C)c(Cl)cc3OC)c3ccccc3C(=O)N2C)cc1 (stereo not drawn) | -3 | 6
O=C(O)c1ccc2c(c1)C(=O)NC2=O | -6 | -9
CCCC(=O)NC(c1ccc(OC)cc1)c1ccc2cccnc2c1O (stereo not drawn) | -3 | 100*
CNC(=O)C1CN(C(=O)Nc2ccc(C)cc2C)CC12CCCC2 (stereo not drawn) | -3 | -6
